MIN6 prolif – induces beta-cell replication in MIN6 cells | actives 0.29% (n = 330,000) | MIN6 cells proliferation, ATPlite luminescence, 48 h; cells starved in 0.2% serum; 100% = growth in 10% serum | AID 2380 | proliferation, % at 10 µM;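 active = compounds whose signal lies at least 3.5 SD above the mean of all wells on their plate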;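 note: 0% = DMSO-treated cells in low-serum medium and 100% = 10% serum control; some compounds called inactive have numbers as strong as hits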
mIAP inh – blocks mouse intestinal alkaline phosphatase. purified mouse IAP, CDP-Star luminescence, 30 min. inhibition, % at 10 µM. actives 0.2% (n = 330,000);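 active = inhibition of at least 40% at 10 µM in the primary screen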;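 note: plate controls were DMSO with enzyme for no effect and no enzyme wells for full effect; values of inactives mirror those of a sister screen read the other way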
GRIN3A LBD mod – modulators (binders) of human NR3A ligand-binding domain | NR3A LBD differential scanning fluorimetry, Tm shift; 0% = protein alone, 100% = glycine-bound protein | Tm shift relative to glycine control, % at 25 µM | actives 2.5% (n = 340,000) | AID 1259313;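 active = melting temperature shift of at least 10% of the positive control shift, at one fixed dose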
hIAP activ – increases human intestinal alkaline phosphatase activity; P09923; activation factor at 10 µM; purified human IAP, CDP-Star luminescence, 30 min; active compounds read high; 1 = vehicle-only enzyme, 0 = enzyme-free background; AID 2524; actives 0.16% (n = 330,000);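 active = activation factor of the enzyme at least 2-fold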; note: the source names both 10 and 20 µM as test concentration; values of inactives mirror those of a sister screen read the other way
Target sequence (P09923 whole entry, looked up): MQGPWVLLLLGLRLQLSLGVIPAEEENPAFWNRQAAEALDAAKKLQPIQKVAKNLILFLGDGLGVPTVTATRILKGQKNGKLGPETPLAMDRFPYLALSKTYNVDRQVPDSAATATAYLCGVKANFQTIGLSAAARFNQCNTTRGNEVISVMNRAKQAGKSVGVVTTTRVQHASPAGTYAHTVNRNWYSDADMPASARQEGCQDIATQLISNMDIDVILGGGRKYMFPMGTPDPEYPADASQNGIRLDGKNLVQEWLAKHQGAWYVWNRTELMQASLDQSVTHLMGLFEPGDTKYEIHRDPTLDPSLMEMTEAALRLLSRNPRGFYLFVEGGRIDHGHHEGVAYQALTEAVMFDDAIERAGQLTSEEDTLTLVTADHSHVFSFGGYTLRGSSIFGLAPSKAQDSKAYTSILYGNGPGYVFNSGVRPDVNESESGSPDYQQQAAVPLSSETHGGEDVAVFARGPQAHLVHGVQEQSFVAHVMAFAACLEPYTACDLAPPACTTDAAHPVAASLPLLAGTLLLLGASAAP
MPTP inh – blocks calcium-induced mitochondrial swelling | actives 1.4% (n = 360,000) | inhibition, % at 10 µM | isolated mouse mitochondria, Ca2+ swelling absorbance, 30 min;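 active = inhibition of 50% or more, scaled per plate between neutral and stimulator controls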;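 note: 0% = DMSO wells given calcium and 100% = 1 mM EGTA wells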
A3A deaminase – inhibitors of human APOBEC3A DNA deaminase; inhibition, % at 20 µM; P31941; recombinant A3A, FAM/TAMRA ssDNA deamination fluorescence; actives 0.41% (n = 330,000);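 active = at least 40% inhibition at 20 µM here, with at most 30% in a related deaminase screen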;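 note: plate controls were A3A with DMSO for no effect and wells lacking A3A enzyme for full effect; some results filed as inactive read as strong as hits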
hIAP inh – human IAP inhibition; P09923; purified IAP, CDP-Star luminescence, 30 min; inhibition, % at 10 µM; actives 0.12% (n = 330,000);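 active = inhibition reaching a set limit with compound at 10 µM in the primary screen, cut at about 35% in these data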;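 note: plate controls were DMSO wells with enzyme for no effect and no-enzyme buffer wells for full effect; values of inactives mirror those of a sister screen read the other way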
mIAP act – mouse IAP activation; muIAP, CDP-Star luminescence, 30 min; active compounds read high; 1 = vehicle-only enzyme signal, 0 = enzyme-free wells; activation factor at 10 µM; actives 0.24% (n = 330,000); AID 2805;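 active = activation factor of at least 2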; note: the source names both 10 and 20 µM as test concentration; values of inactives mirror those of a sister screen read the other way
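also added = chemiluminescent substrate CDP-Star | test system = mouse IAP enzyme | signal = chemiluminescence readout | compound = DMSO-dissolved test compounds | incubation = 30 min at room temperature | benchmarks = DMSO wells, no-enzyme wells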
APOBEC3G inh – inhibitors of human APOBEC3G DNA deaminase | actives 0.28% (n = 330,000) | recombinant A3G, ssDNA deamination FAM/TAMRA fluorescence | inhibition, % at 20 µM | Q9HC16;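 active = inhibition of at least 40% at 20 µM, with no more than 30% in the related APOBEC3A deaminase screen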;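 note: plate controls were DMSO wells with A3G for no effect and wells lacking A3G enzyme for full effect; some compounds called inactive have numbers as strong as hits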
Target sequence (Q9HC16 whole entry, looked up): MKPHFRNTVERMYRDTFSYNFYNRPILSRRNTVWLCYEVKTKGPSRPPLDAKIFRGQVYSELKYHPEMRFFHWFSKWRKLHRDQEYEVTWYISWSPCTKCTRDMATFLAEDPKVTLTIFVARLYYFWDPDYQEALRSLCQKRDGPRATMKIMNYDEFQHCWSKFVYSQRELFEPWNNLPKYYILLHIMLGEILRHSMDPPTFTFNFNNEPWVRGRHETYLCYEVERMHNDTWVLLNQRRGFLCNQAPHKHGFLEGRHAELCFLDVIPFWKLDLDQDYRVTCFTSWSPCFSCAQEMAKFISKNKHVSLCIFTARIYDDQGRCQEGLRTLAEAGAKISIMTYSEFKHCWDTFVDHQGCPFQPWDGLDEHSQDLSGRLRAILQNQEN
* hit, by the source's call; & = joins results of further samples.

SMILES	MIN6 prolif	mIAP inh	GRIN3A LBD mod	hIAP activ	MPTP inh	A3A deaminase	hIAP inh	mIAP act	APOBEC3G inh
O=C(CSc1ccc(Br)cc1)Nc1ccccc1Oc1ccccc1	0.2	-2.8	-0.7	0.947	7.8	-1.7	5.3	1.03	-6.3
O=C1CSC(=Nc2ccc(F)cc2)N1	-4.3	6.5	0.5	0.912	0.1	-0.5	8.8	0.935	-6.5
CCC(C)CCN1CCN=C1N(C)C (stereo unspecified)	-2.1	-8.8	0.2	0.926	-0.7	-1.1	7.4	1.09	-6.0
CSc1ccc(/C=C(\C(=O)O)c2ccc(S(=O)(=O)N3CCCC3)s2)cc1	-5.3	-4.4	-1.6	1	0.7	39.2	-0.5	1.04	13.3
CCOCCc1nn2c(=O)cc(CSCC(=O)Nc3ccc(OC)cc3)nc2s1	1.2	3.9	1.8	0.97	-1.3	-4.1	3.0	0.961	0.0
CCOC(=O)c1c(NC(=O)c2ccccc2N(C)S(=O)(=O)c2ccccc2)sc2c1CCCC2	-1.1	8.2	0.5	0.97	2.6	0.7	3.0	0.918	1.9
Cc1ccc(OCC(=O)Nc2ccccc2C(=O)NC2CC2)cc1C	4.7	-8.2	-1.1	1.07	-2.4	2.2	-7.2	1.08	2.8
CCc1nn2c(=O)c(S(=O)(=O)Nc3ccccc3)c(C)nc2s1	3.0	5.5	-0.6	0.865	-0.7	-1.7	13.5	0.945	-11.1
CC(=O)c1ccc(NC(=O)Nc2ccc3c(c2)N(C)C(=O)CS3)cc1	-2.6	-30.6	19.2*	0.852	96.3*	-1.8	14.8	1.31	-0.8
O=C(COC(=O)CNS(=O)(=O)c1ccc2ccccc2c1)Nc1ccccc1Sc1ccccc1	-1.7	5.2	1.0	1.15	1.7	6.3	-14.9	0.948	-0.1
CN(C)c1cc[n+](CC(=O)Nc2c(Cl)cc(Cl)cc2Cl)cc1	5.1	2.1	-2.5	0.999	0.9	-4.6	0.1	0.979	-7.0
Oc1ccccc1O	-7.6	17.0	2.8	0.797	2.6	-1.5	20.3	0.83	-8.2
Cn1cccc1C(=O)OCC(=O)NC(=O)c1ccc(Cl)cc1	0.2	5.7	-1.6	1.13	0.5	-3.1	-13.3	0.943	-5.2
O=[N+]([O-])c1ccc(N2CCN(CCO)CC2)cc1Sc1nc2ccccc2[nH]1	-0.8	17.9	-2.6	1.03	-1.7	3.2	-2.6	0.821	2.4
CC1(C)SC2c3ccccc3C(=O)N2[C@@H]1C(=O)NCCCN1CCOCC1 (stereo partly specified)	0.2	-1.9	-0.1	1.05	-5.8	-5.3	-5.0	1.02	-7.8
Nc1ccccc1SCc1c(Cl)cccc1Cl	-1.1	-9.1	6.2	0.863	1.7	-4.0	13.7	1.09	-6.3
O=S(=O)(NC(=NCCc1ccc(Cl)cc1)c1ccccc1Cl)c1cccs1	-1.9	-7.1	-20.8	1	-1.4	0.2	-0.3	1.07	-3.5
Cc1c(OCC(=O)NC2CC(C)(C)NC(C)(C)C2)ccc2c3c(c(=O)oc12)CCC3	-0.2	4.9	-1.3	1.21	0.0	0.6	-20.7	0.951	0.1
Cc1ccc(NC(=S)NCCc2c[nH]c3ccccc23)cc1	-5.4	-25.8	23.1*	0.976	1.1	-1.1	2.4	1.26	-1.0
CC1=NC(Nc2nc(C)c3ccccc3n2)=NC(C)(C)C1	1.1	-0.7	-0.4	0.816	50.5*	8.9	18.4	1.01	5.0
COCCCN(Cc1ccco1)C(=O)CSc1nc2ncccc2[nH]1	2.4	7.2	1.3	1.12	-0.5	-3.1	-12.3	0.928	-6.5
N#C/C(=C/c1ccc(-c2ccc(S(N)(=O)=O)cc2)o1)c1nc2ccccc2s1	-0.9	57.1*	8.2	0.91	0.8	2.1	9.0	0.429	-0.3
COCc1nc(-c2ccc(-c3ccc(OC)cc3)nc2OC)no1	-2.4	12.7	30.9*	1.11	-0.7	-3.3	-11.0	0.873	-5.3
CN1C(=O)Cc2cc(S(=O)(=O)NCCc3ccc(Cl)cc3)ccc21	-3.8	-2.9	-2.4	0.951	-1.9	-3.7	4.9	1.03	-3.7
Cc1ccc(-n2c(C)cc(/C=N/NC(=O)c3ccc(CN4CCOCC4)cc3)c2C)cc1	-2.5	1.1	-0.8	0.867	4.3	0.6	13.3	0.989	-4.2
SMILES	MIN6 prolif	mIAP inh	GRIN3A LBD mod	hIAP activ	MPTP inh	A3A deaminase	hIAP inh	mIAP act	APOBEC3G inh
COc1ccc(-c2cn(-c3ccccc3)c3[n+]2CCS3)cc1	0.0&-6.6	3.5&-16.4	0.7&1.7	0.873&1.07	-4.4&1.5	-0.3&1.0	12.7&-6.7	0.965&1.16	3.5&-4.6
COCCOC(=O)c1nccnc1C(=O)Nc1ccc(S(=O)(=O)N2CCOCC2)cc1	1.6	10.8	-0.1	0.707	1.9	30.7	29.3	0.892	-2.1
Cc1ccccc1CNC(=O)C1CCC(=O)N(CC2CCCCC2)C1 (stereo unspecified)	-1.1	4.2	-5.1	1.02	-1.2	-1.9	-2.2	0.958	-2.8
C(=N\n1cnnc1)/c1ccc(N2CCOCC2)s1	-3.5	5.6	-0.2	1.07	-3.1	3.4	-7.5	0.944	-3.4
O=C(CN1C(=O)c2ccccc2C1=O)N1CCN(c2ccccc2)CC1	-0.2	-6.4	6.6	1.15	0.8	-1.0	-14.8	1.06	-3.2
CC1Cc2ccccc2N1C1=CC(=O)CCC1 (stereo unspecified)	-6.7	2.7	-0.6	1.05	-0.7	0.4	-5.4	0.973	-3.6
CCC(C)c1ccccc1NC(=O)Cc1coc2cc3c(cc12)CCC3 (stereo unspecified)	0.0	-18.4	-10.9	0.972	14.3	0.3	2.8	1.18	15.7
CCOC(=O)CSc1ccccn1	4.1	-3.2	3.2	0.916	2.8	-4.5	8.4	1.03	-2.9
COc1ccc(C(=O)NNC(=O)c2ccc(F)c(S(=O)(=O)N3CCOCC3)c2)cc1	5.6	-3.6	-0.2	1.21	-2.3	-3.0	-21.0	1.04	-3.5
CCOC(=O)C1CCN(S(=O)(=O)c2ccc(Cl)cc2)CC1	-3.5	-3.5	0.6	0.992	0.8	-7.9	0.8	1.03	-5.9
Cc1ccc(S(=O)(=O)c2nnn3c2nc(N2CCOCC2)c2ccccc23)cc1C	-3.2	5.8	-9.0	0.984	-0.7	-0.6	1.6	0.942	0.1
O=C(COc1ccccc1)Nc1nnc(-c2ccccc2)o1	-0.1	6.8	-2.1	0.923	-1.9	-3.9	7.7	0.932	-6.9
Cc1ccc(N(Cc2cc3ccccc3[nH]c2=O)S(C)(=O)=O)cc1	-1.5	-6.7	0.8	0.857	0.4	-3.8	14.3	1.07	-2.2
CC(C)CN(C(=O)CN1CCN(c2cccc(Cl)c2)CC1)c1c(N)n(CC(C)C)c(=O)[nH]c1=O	1.0	8.3	-1.1	1.07	-1.7	-2.8	-7.0	0.917	-2.5
COC(=O)C1CCN(C(=O)COC(=O)CC(NC(C)=O)c2ccccc2)CC1 (stereo unspecified)	-1.9	6.6	-1.1	0.913	-1.3	1.3	8.7	0.934	-5.7
Cn1c2[n+](c3ccc(Cl)cc3c1=O)Cc1ccccc1-2	-0.8	4.3	4.6	0.859	3.7	-2.1	14.1	0.957	-0.1
O=C(/C=C/c1ccc([N+](=O)[O-])cc1)NCCc1ccccc1	-1.4	-2.9	0.2	1.02	3.3	2.1	-2.2	1.03	-3.1
O=C(CSc1nnnn1-c1ccc2c(c1)OCCO2)N1CCN(C(=O)c2ccco2)CC1	-2.4	4.0	3.6	1.07	-0.2	-1.0	-7.1	0.96	-4.4
Cc1ccc(C2C(=O)N(C3CCC(C)CC3)CC(=O)N2C2CC2)cc1 (stereo unspecified)	4.3	8.3	0.3	0.94	2.1	-0.8	6.0	0.917	-4.3
Cc1c(NC(=S)NC(NC(=O)CC(C)C)C(Cl)(Cl)Cl)c(=O)n(-c2ccccc2)n1C (stereo unspecified)	0.0	10.7	-0.2	0.785	0.8	-2.7	21.5	0.893	-9.2
CN(CC(=O)O)S(=O)(=O)c1ccc(F)cc1	0.2	-4.8	1.5	0.836	-0.6	-5.3	16.4	1.05	-5.4
CCN(CC)S(=O)(=O)c1cccc(-c2nnc(SC(C)C#N)n2Cc2ccccc2)c1 (stereo unspecified)	-2.1	-2.5	-2.3	1.2	1.8	1.2	-20.2	1.02	-3.1
CC1(C)Oc2ccc(C(=O)N3CCc4ccccc43)cc2N(CC(=O)N2CCCC2)C1=O	0.6	-5.8	0.6	0.933	0.1	0.6	6.7	1.06	-2.1
O=C(CCn1c(=O)oc2ccccc21)Nc1ccc2c(c1)OCCO2	-1.3	0.8	-2.5	1.02	0.6	3.9	-2.1	0.992	5.7
Cc1noc2ncnc(N3CCCCC3)c12	0.8	-6.2	2.6	1.1	-2.0	-0.3	-10.3	1.06	-6.3
Cc1nc2ccc(NC3=NCCCCC3)cc2s1	1.1	2.0	1.5	0.883	8.0	-1.4	11.7	0.98	-0.1
CS(=O)(=O)c1ccccc1-c1nnc(NC(=O)c2ccc3ncsc3c2)o1	-3.1	-8.8	0.5	1.04	-2.1	4.6	-4.3	1.09	3.8
CCCCOc1ccc(C2C(=O)N(C3CCCCC3)CC(=O)N2CC2CCCO2)cc1 (stereo unspecified)	-3.1	-4.6	-0.2	1.05	0.6	3.3	-4.7	1.05	4.4
CC(C)[C@H](N)C(=O)N1CCC(C(=O)N[C@@H](Cc2ccccc2)C(=O)NCc2ccc(F)cc2)CC1	-3.6	6.5	0.2	1.18	0.1	0.6	-17.5	0.935	-1.8
COc1ccc(CCC(=O)Nc2nc3ccccc3[nH]2)cc1	-0.3	-2.4	-0.2	1.47	-2.5	-1.7	-46.6	1.02	-3.5

Taken from above, 10 compounds:
SMILES	MIN6 prolif	mIAP inh	GRIN3A LBD mod	hIAP activ	MPTP inh	A3A deaminase	hIAP inh	mIAP act	APOBEC3G inh
CN(CC(=O)O)S(=O)(=O)c1ccc(F)cc1	0.2	-4.8	1.5	0.836	-0.6	-5.3	16.4	1.05	-5.4
CCN(CC)S(=O)(=O)c1cccc(-c2nnc(SC(C)C#N)n2Cc2ccccc2)c1 (stereo unspecified)	-2.1	-2.5	-2.3	1.2	1.8	1.2	-20.2	1.02	-3.1
CC1(C)Oc2ccc(C(=O)N3CCc4ccccc43)cc2N(CC(=O)N2CCCC2)C1=O	0.6	-5.8	0.6	0.933	0.1	0.6	6.7	1.06	-2.1
O=C(CCn1c(=O)oc2ccccc21)Nc1ccc2c(c1)OCCO2	-1.3	0.8	-2.5	1.02	0.6	3.9	-2.1	0.992	5.7
Cc1noc2ncnc(N3CCCCC3)c12	0.8	-6.2	2.6	1.1	-2.0	-0.3	-10.3	1.06	-6.3
Cc1nc2ccc(NC3=NCCCCC3)cc2s1	1.1	2.0	1.5	0.883	8.0	-1.4	11.7	0.98	-0.1
CS(=O)(=O)c1ccccc1-c1nnc(NC(=O)c2ccc3ncsc3c2)o1	-3.1	-8.8	0.5	1.04	-2.1	4.6	-4.3	1.09	3.8
CCCCOc1ccc(C2C(=O)N(C3CCCCC3)CC(=O)N2CC2CCCO2)cc1 (stereo unspecified)	-3.1	-4.6	-0.2	1.05	0.6	3.3	-4.7	1.05	4.4
CC(C)[C@H](N)C(=O)N1CCC(C(=O)N[C@@H](Cc2ccccc2)C(=O)NCc2ccc(F)cc2)CC1	-3.6	6.5	0.2	1.18	0.1	0.6	-17.5	0.935	-1.8
COc1ccc(CCC(=O)Nc2nc3ccccc3[nH]2)cc1	-0.3	-2.4	-0.2	1.47	-2.5	-1.7	-46.6	1.02	-3.5

Compound activity from PubChem.
